Source: PubChem BioAssay (Sanford-Burnham Center for Chemical Genomics)
EBI2 antag = blocks human EBI2 receptor beta-arrestin signaling | EBI2 beta-arrestin recruitment, luminescence, 7a,25-OHC stimulated | P32249 | inhibition, % at 5 µM | hit rate 0.81% among 360,000; in the data active = inhibition above about 38%;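 note: enzyme fragment complementation signal reports receptor beta-arrestin coupling in cells; 0% = agonist plus DMSO wells and 100% = wells without agonist; some results beyond the cut were filed as inactive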
UPR CHOP act = activators of apoptotic arm of unfolded protein response (CHOP); CHO-CHOP luciferase reporter, UPR activation, luminescence; percent of tunicamycin response over DMSO baseline; activation, % at 10 µM; hit rate 0.34% among 330,000; AID 449763;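 active = at 10 µM dose, activation of 40% or more, normalized to positive control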;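 note: 100% = tunicamycin at 10 µg/mL and 0% = DMSO alone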
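Test system: CHO CHOP reporter cells. Input: 500 CHO-CHOP cells per well. Medium: F12 with 10% FBS. Technique: luciferase luminescence. Measure: percent activation relative to tunicamycin control. Dosing: 10 µM compound, 0.5% DMSO. Timing: 16-18 h cell attachment, then 6 h compound exposure, 37 °C.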
tim23-1 inh = tim23-1 yeast growth inhibition. S. cerevisiae tim23-1 growth, BacTiter-Glo luminescence, 24 h. inhibition, % at 20 µM. hit rate 1.3% among 330,000;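 active = growth inhibition of the mutant yeast at or above 50%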;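 note: temperature-sensitive mutant grown at 25 °C; plate controls were DMSO-treated mutant yeast for no effect and medium wells lacking yeast for full effect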
Mdm2-MdmX inh = inhibitors of human Mdm2/MdmX interaction | inhibition, % at 8 µM | AID 485346 | SaOS-2 split-luciferase Mdm2/MdmX complementation, luminescence | hit rate 3% among 330,000;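 active = inhibition of at least 50% at 8 µM in the primary screen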
XBP1 UPR activ = activators of adaptive arm of unfolded protein response (XBP1). CHO-XBP1 luciferase reporter, IRE1-XBP1 UPR activation, luminescence; percent of tunicamycin response, DMSO as zero. activation, % at 20 µM. hit rate 0.33% among 330,000. AID 463104;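 active = versus positive control, 20 µM dose yields 30% or more activation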;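 note: 100% = tunicamycin at 10 µg/mL and 0% = DMSO only wells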
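Material – CHO cell line with stable XBP1 luciferase reporter · Buffer or medium – F12 plus 10% FBS · Compound – single point, 20 µM final compound, 1% DMSO · Schedule – 16-18 h cell attachment at 37 °C, then 6 h compound exposure · Signal – Steady-Glo luminescence read · Benchmarks – high control tunicamycin 10 µg/mL final, low control DMSO vehicle only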
CXCR6 block = CXCR6 (human) receptor inhibition. CHO-K1 PathHunter CXCR6 beta-arrestin, luminescence. inhibition, % at 20 µM. hit rate 0.36% among 360,000; in the data active = inhibition above about 34%, passing the limit was not always enough;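 note: antagonist mode with CXCL16 agonist at 10 nM final; 0% = 10 nM CXCL16 with DMSO and 100% = unstimulated wells without agonist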
CCR6 antag = antagonists of human CCR6 receptor. inhibition, % at 20 µM. CHO-K1 CCR6 PathHunter beta-arrestin, luminescence, CCL20-stimulated. P51684. hit rate 0.49% among 340,000. AID 493098;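 active = compounds whose inhibition of the agonist-driven luminescence signal at 20 µM reaches about 50%, limit read from the data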;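 note: cells stimulated with CCL20 at 14 nM final; plate controls were DMSO with CCL20 for no effect and DMSO without agonist for full effect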
Target sequence (P51684 whole entry, looked up): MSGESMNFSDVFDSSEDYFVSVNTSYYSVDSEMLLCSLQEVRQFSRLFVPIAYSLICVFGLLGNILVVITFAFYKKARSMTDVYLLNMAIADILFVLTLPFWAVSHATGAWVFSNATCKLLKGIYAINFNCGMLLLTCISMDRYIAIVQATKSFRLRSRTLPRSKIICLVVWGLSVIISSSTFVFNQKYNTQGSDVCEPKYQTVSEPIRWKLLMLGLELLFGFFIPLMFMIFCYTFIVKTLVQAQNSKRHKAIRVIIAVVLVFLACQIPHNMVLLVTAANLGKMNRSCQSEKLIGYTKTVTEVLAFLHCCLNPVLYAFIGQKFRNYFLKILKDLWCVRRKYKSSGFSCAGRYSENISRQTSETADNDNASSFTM
APJ antag = antagonists of human APJ apelin receptor; inhibition, % at 20 µM; hit rate 0.32% among 330,000; CHO-K1 APJ beta-arrestin complementation, luminescence; P35414;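 active = inhibition above about 40% at 20 µM, limit read from the data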;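 note: cells challenged with 10 nM apelin-13 agonist together with compound; plate controls were apelin-13 plus DMSO wells for no effect and DMSO wells lacking apelin-13 for full effect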
Target sequence (P35414 whole entry, looked up): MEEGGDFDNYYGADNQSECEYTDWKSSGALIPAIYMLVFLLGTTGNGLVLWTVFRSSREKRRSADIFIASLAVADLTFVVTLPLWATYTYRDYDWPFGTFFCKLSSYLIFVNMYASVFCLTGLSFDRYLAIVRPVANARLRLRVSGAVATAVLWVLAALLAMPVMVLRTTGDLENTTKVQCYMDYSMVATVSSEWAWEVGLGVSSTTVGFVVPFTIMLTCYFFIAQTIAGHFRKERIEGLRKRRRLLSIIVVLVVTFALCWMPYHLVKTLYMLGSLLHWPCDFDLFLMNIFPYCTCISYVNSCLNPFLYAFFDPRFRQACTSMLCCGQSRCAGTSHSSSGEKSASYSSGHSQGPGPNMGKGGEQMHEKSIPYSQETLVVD
APJ ag = activates the human apelin receptor APJ; CHO-K1 APJ PathHunter beta-arrestin, luminescence; 0% DMSO wells, 100% apelin; activation, % at 20 µM; hit rate 0.11% among 330,000;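 active = activation more than six SD over the plate average, tested at 20 µM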;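 note: 0% = DMSO alone and 100% = apelin-13 at 10 nM; some results filed as inactive read as strong as hits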
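Material: engineered CHO-K1 APJ arrestin reporter cells; amount: 1000 CHO-K1 reporter cells seeded per well; incubation: compound stimulation 90 min at 25 °C, detection 60 min; signal: luminescent beta-gal fragment complementation, chemiluminescent substrate; read-out basis: APJ agonist activity; controls: DMSO-only wells as negative, 10 nM Apelin-13 as positive control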
The depositor's hits bear a star; . = not tested or not shown; & = joins results of further samples. A portion of the library; the hit share may differ from the screen's.

cpd	Molecule	UPR CHOP act	XBP1 UPR activ	APJ ag	CCR6 antag	APJ antag	tim23-1 inh	CXCR6 block	Mdm2-MdmX inh	EBI2 antag
1	O=C(CCN1C(=O)CSC1=O)Nc1ccc(Br)cc1	4.5	2	3	10	16	-3	-5	0	0
2	CCOC(=O)N1CCN(S(=O)(=O)c2cccc3nonc23)CC1	-1.5	0	5	3	-4	23	-8	27	2
3	CC1CC(C)CN(CCCNC(=O)c2nn(C)c3c2CS(=O)(=O)c2ccccc2-3)C1 (stereo unspecified)	1.0	-2	3	2	6	6	-1	10	2
4	Cc1nc([N+](=O)[O-])cn1CC(O)c1ccc(Cl)cc1 (stereo unspecified)	2.3	-1	1	1	8	-1	9	22	-8
5	O=C(Cc1cccc(F)c1)Nc1ccc2c(c1)CCC2	3.7	2	-1	18	-11	4	-14	-22	-4
6	O=C(NC1CCCCC1)N(CCN1CCOCC1)Cc1cc2cc3c(cc2[nH]c1=O)OCCO3	-0.3	-1	0	-2	8	-2	-7	15	0
7	C=CCn1c(SCCOc2ccccc2)nnc1C(C)NC(=O)c1ccccc1 (stereo unspecified)	1.6	2	-5	8	8	20	6	12	-7
8	N#CCCn1cc(/C=C2\NC(=S)N(c3ccccc3)C2=O)c(-c2ccc(-c3ccccc3)cc2)n1	2.9	0	-5	29	19	24	13	63*	28
9	COc1nc(C)cc(C)c1S(=O)(=O)c1ccccc1	1.3	0	-4	14	-12	4	8	-8	-3
10	Cc1c(Br)c([N+](=O)[O-])nn1C(C)C(=O)Nc1nccs1 (stereo unspecified)	-2.7	-2	-4	8	6	4	3	10	-9
11	Cc1ccc(CNC(=O)Cn2nnc(C(=O)Nc3cccc(C)c3C)c2N)cc1	1.3	-3	-3	15	14	0	-6	22	-5
12	COc1cc(NC(=O)c2ccc(Br)cc2)ccc1NC(=O)c1cc2ccccc2o1	1.1	-5	-1	2	14	-5	2	31	0
13	Nc1ncnc2c1ncn2Cc1ccccc1	-0.3	0	0	14	-2	1	10	-6	-3
14	O=C(NCCc1ccc(Cl)cc1)C1CCCN1C(=O)Nc1ccccc1 (stereo unspecified)	3.8	-5	-5	12	21	13	1	27	1
15	O=C(N/N=C/c1ccc(N2CCCCC2)o1)C(O)(c1ccccc1)c1ccccc1	-0.9	-3	-3	.	7	18	.	9	.
16	COC(=O)c1cc(-c2ccc(Br)cc2)on1	3.5	-1	12	-38	0	-5	-6	13	-7
17	O=C(CNS(=O)(=O)c1ccccc1)NCc1cccnc1	-1.3	-5	-2	7	4	-4	-1	26	-3
18	COc1nc(OCCNS(=O)(=O)c2ccc(C)cc2)nc(N(C)C)n1	1.8	-1	-4	10	4	-1	7	7	-5
19	Cc1ccccc1NC(=O)C(C)Sc1nnc(-c2ccncc2)n1CC1CCCO1 (stereo unspecified)	-2.3	1	-2	-3	16	-8	-5	23	2
20	CC(=O)Nc1ccc(S(=O)(=O)Nc2ccc(S(=O)(=O)Nc3nc(C)cc(C)n3)cc2)cc1	1.7	-3	2	4	-29	8	-4	-10	-9
21	CCC(C(=O)N1CCOCC1)n1nc(C)c2sc3ccccc3c2c1=O (stereo unspecified)	-0.8	-3	-2	-3	7	-6	-5	11	0
22	O=C(O)CCC(=O)Nc1nnc(C(F)(F)F)s1	0.6	-5	-1	-7	11	7	-6	-3	-6
23	COc1cc(/C=N/Nc2cccc(C)c2)ccc1OC(=O)c1ccco1	3.4	3	-2	12	9	1	-14	-29	-12
24	O=C(Cn1nnc2ccccc21)OCC(=O)c1ccccc1	3.3	-4	-4	-34	36	12	-8	1	-5

A second format for 11 compounds above:
1. O=C(CCN1C(=O)CSC1=O)Nc1ccc(Br)cc1
2. CCOC(=O)N1CCN(S(=O)(=O)c2cccc3nonc23)CC1
3. CC1CC(C)CN(CCCNC(=O)c2nn(C)c3c2CS(=O)(=O)c2ccccc2-3)C1 (stereo unspecified)
4. Cc1nc([N+](=O)[O-])cn1CC(O)c1ccc(Cl)cc1 (stereo unspecified)
5. O=C(Cc1cccc(F)c1)Nc1ccc2c(c1)CCC2
6. O=C(NC1CCCCC1)N(CCN1CCOCC1)Cc1cc2cc3c(cc2[nH]c1=O)OCCO3
7. C=CCn1c(SCCOc2ccccc2)nnc1C(C)NC(=O)c1ccccc1 (stereo unspecified)
8. N#CCCn1cc(/C=C2\NC(=S)N(c3ccccc3)C2=O)c(-c2ccc(-c3ccccc3)cc2)n1
9. COc1nc(C)cc(C)c1S(=O)(=O)c1ccccc1
10. Cc1c(Br)c([N+](=O)[O-])nn1C(C)C(=O)Nc1nccs1 (stereo unspecified)
Compound	1	2	3	4	5	6	7	8	9	10
UPR CHOP act	4.5	-1.5	1.0	2.3	3.7	-0.3	1.6	2.9	1.3	-2.7
XBP1 UPR activ	2	0	-2	-1	2	-1	2	0	0	-2
APJ ag	3	5	3	1	-1	0	-5	-5	-4	-4
CCR6 antag	10	3	2	1	18	-2	8	29	14	8
APJ antag	16	-4	6	8	-11	8	8	19	-12	6
tim23-1 inh	-3	23	6	-1	4	-2	20	24	4	4
CXCR6 block	-5	-8	-1	9	-14	-7	6	13	8	3
Mdm2-MdmX inh	0	27	10	22	-22	15	12	63*	-8	10
EBI2 antag	0	2	2	-8	-4	0	-7	28	-3	-9

11. Cc1ccc(CNC(=O)Cn2nnc(C(=O)Nc3cccc(C)c3C)c2N)cc1
Compound	11
UPR CHOP act	1.3
XBP1 UPR activ	-3
APJ ag	-3
CCR6 antag	15
APJ antag	14
tim23-1 inh	0
CXCR6 block	-6
Mdm2-MdmX inh	22
EBI2 antag	-5

The results go on.
cpd	Molecule	UPR CHOP act	XBP1 UPR activ	APJ ag	CCR6 antag	APJ antag	tim23-1 inh	CXCR6 block	Mdm2-MdmX inh	EBI2 antag
25	COc1ccc(S(=O)(=O)N2CCCCC2)cc1NC(=O)c1c(F)cccc1Cl	-0.4	-1	2	14	-44	24	8	2	-10
26	O=C(CN1CCCCCC1)N1c2ccccc2Sc2ccccc21	-1.2	9	0	14	-8	-63	6	15	8
27	N#CC1=C(N)Oc2n[nH]c(-c3ccc(F)cc3)c2C1c1ccncc1 (stereo unspecified)	2.0	-2	4	-21	20	15	-5	-17	-4
28	Cc1ccc(Cl)cc1NC(=O)COC(=O)C12CC3CC(CC(C3)C1)C2	3.0&-1.5	1&1	3&-1	1&0	-15&-11	23&12	-8&-6	-27&6	3&7
29	O=C(NCCCn1ccnc1)c1ccccc1Br	2.0	0	1	-4	-6	2	-4	17	7
30	Oc1c(C(Nc2nc3ccccc3s2)c2ccco2)ccc2cccnc12 (stereo unspecified)	3.5	-1	3	28	-11	40	-11	61*	0
31	COC(=O)CCCC(=O)OC	-1.7	-2	-4	-12	0	-3	6	14	-3
32	Cc1ccc(C(=O)N(CN2CCCC2=O)c2ccc(F)cc2)cc1C	-0.1	-2	-3	4	13	7	-3	6	-8
33	COc1ccccc1C1CCN(C(=O)c2cccs2)CC1	-1.2	2	-2	13	10	10	0	7	-47
34	CC1CCC(NC(=O)CSc2ccc(S(=O)(=O)N(C)C)cn2)CC1 (stereo unspecified)	1.1	0	-4	7	-2	12	-5	11	5
35	CC(=O)Nc1ccc(S(=O)(=O)N(c2cccnc2)S(=O)(=O)c2ccc(NC(C)=O)cc2)cc1	-1.6	0	-3	9	-4	-8	3	1	8
36	Cc1ccc(C(=O)N/N=C/c2cccc3ccccc23)cn1	5.9	7	-4	13	19	13	2	9	4
37	Cc1cc(C(F)(F)F)c(C#N)c(N2CCOCC2)n1	1.1	0	2	-15	14	4	-6	20	-5
38	CCCCCC(=O)NN=C1CCN(Cc2ccccc2)CC1	2.7	1	-2	5	0	-8	3	13	-9
39	COc1cc(C2CC(=O)N3CN(Cc4ccco4)CSC3=C2C#N)ccc1OCc1ccccc1 (stereo unspecified)	0.5	-2	8	15	-11	1	-5	3	8
40	O=C(COC(=O)C1CCN(S(=O)(=O)c2cccc3cccnc23)CC1)c1ccc([N+](=O)[O-])cc1	0.2	-2	0	24	-37	12	-11	15	-9
41	COc1ccc(C(=O)Nc2oc(-c3ccccc3)c(-c3ccccc3)c2C#N)cc1OC	-1.4	0	-3	15	21	15	16	16	20
42	C/C=C(\C)c1nnc(NC(=O)C(C)C)s1	-1.7	-1	1	-18	2	6	-1	12	-1
43	COc1cccc(/C=N/n2c(CO)nc3ccccc32)c1OC	1.8	3	0	1	-2	13	8	-3	5
44	CCn1cc(S(=O)(=O)N2CCN(c3ccc(Cl)cc3)CC2)cn1	1.4	-5	0	-6	2	2	9	13	-5
45	CC(C)N(Cc1ccccc1)C(=O)CN1C(=O)c2ccccc2C1=O	2.9	-2	-5	14	17	25	3	17	4
46	Nn1c(SCC(=O)N2CCOCC2)nnc1-c1ccccc1Cl	1.2	2	-3	-7	-2	-3	-6	14	-2
47	COc1ccc(NC(=O)C2CCN(c3nnnn3-c3ccccc3)CC2)cc1	-1.2	0	1	21	13	19	11	16	3
48	NC(=O)COc1ccc2cc(-c3ccccc3)c(=O)oc2c1	2.4	0	1	0	-5	-10	-10	10	9
49	Cc1cccc2c1nc(-c1ccccc1)n1cnnc21	0.3	2	2	-4	17	26	6	-7	-1
50	COC(=O)c1c(C)[nH]c(C)c1-c1cccc([N+](=O)[O-])c1	-2.4	0	-1	1	7	40	7	19	5
51	CCN(CC)S(=O)(=O)c1ccc(N2CCc3cc(OC)c(OC)cc3C2)nc1	2.2	-4	-3	5	23	13	-5	19	3
52	CCOc1ccc(NC(=O)CN(C)C(=O)c2cc(S(=O)(=O)N3CCCCC3)ccc2Cl)cc1OCC	0.8	-1	-2	4	-15	3	4	5	-4
53	Cc1nc2nc(SCC(=O)c3cccc([N+](=O)[O-])c3)[nH]c2cc1Br	5.8	1	3	7	-3	0	-9	-24	3
54	CN(C)c1cccc2c(/C=N/O)ccc(N(C)C)c12	-1.1	3	2	-5	-14	1	-4	1	-3
55	COc1cccc(CNC(=O)CCS(=O)(=O)Cc2ccc(C)cc2)c1	-1.5	-1	5	-11	-26	6	2	20	7
56	Cc1ccc(CNC(=O)C(=O)NCC2OCCN2S(=O)(=O)c2ccc(Cl)cc2)cc1 (stereo unspecified)	-2.1	-5	10	-5	4	22	3	6	7
57	C[C@@H]1C(=O)OC[C@H]1NC(=O)OCc1ccccc1	0.1	-2	-3	3	-5	-9	-2	10	-10
58	COc1ccc(NC(=S)N(CCc2c(C)[nH]c3ccc(C)cc23)Cc2ccco2)cc1	0.0	-1	-4	13	3	20	4	38	17
59	CCc1ccc(NC(=S)N2CCN(c3cccc(C(F)(F)F)c3)CC2)cc1	-0.4	4	-4	-6	-4	-32	-8	3	11
